Screens deposited in PubChem BioAssay by The Scripps Research Institute Molecular Screening Center.
FBW7 act – human FBW7 E3 ligase activation, primary screen. Q969H0. AlphaScreen FBW7–phospho-cyclin E peptide binding, activator screen. normalized activity (activation), % at 26.1 µM. 650,000 compounds, 0.13% hits; in the data active = normalized activity above about 1.9%;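 also: purified mutant Fbw7 with reduced substrate affinity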
GPR151 activ – activators of human GPR151; 650,000 compounds, 1% hits; AID 1508602; Q8TDV0; PathHunter beta-arrestin GPR151 cells, luminescence; activation, % at 11.2 µM; in the data active = activation above about 4.9%;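 also: 0% = median of compound wells and 100% = cells with positive control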
TEAD-YAP block – TEAD-YAP interaction inhibition; HEK-TIYL cells, TEAD-Gal4/YAP UAS-luciferase luminescence; inhibition, % at 9.12 µM; 640,000 compounds, 1.4% hits; AID 1259422; in the data active = inhibition above about 32%;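 also: 0% = median of test compound wells and 100% = reference inhibitor wells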
MITF primary – inhibitors of human MITF; O75030; AlphaScreen MITF homodimerization, bead proximity signal; inhibition, % at 2.6 µM; 650,000 compounds, 0.91% hits; in the data active = inhibition above about 50%;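 also: 0% = vehicle wells with protein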
Target sequence (O75030 whole entry, looked up): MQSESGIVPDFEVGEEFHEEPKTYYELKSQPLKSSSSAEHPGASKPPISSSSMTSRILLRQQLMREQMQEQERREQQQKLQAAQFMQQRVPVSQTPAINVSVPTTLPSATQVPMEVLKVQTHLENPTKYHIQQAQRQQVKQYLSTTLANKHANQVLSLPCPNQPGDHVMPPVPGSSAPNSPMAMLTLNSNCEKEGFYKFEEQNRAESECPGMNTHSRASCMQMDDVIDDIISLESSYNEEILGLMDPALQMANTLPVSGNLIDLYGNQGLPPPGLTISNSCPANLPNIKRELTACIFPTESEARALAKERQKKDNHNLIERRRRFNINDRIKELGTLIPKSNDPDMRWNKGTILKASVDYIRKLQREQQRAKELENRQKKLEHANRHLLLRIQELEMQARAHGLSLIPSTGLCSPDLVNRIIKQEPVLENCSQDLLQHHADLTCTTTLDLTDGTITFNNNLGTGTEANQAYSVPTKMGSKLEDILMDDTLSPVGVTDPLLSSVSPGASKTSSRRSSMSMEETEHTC
Active calls of the source: *.

Molecule	FBW7 act	GPR151 activ	TEAD-YAP block	MITF primary
O=C(CSc1nnc2c(n1)[nH]c1ccc(F)cc12)Nc1cccc(C(=O)O)c1	0.0	-1.2	-1	-1
COC(=O)c1c(OC2CCCC2)cc(=O)n2c1CCN(Cc1ncc[nH]1)CC2	0.0	-0.3	-3	-1
CCOc1ccc(C(=O)Nc2cc(-c3nc4ccccc4s3)ccc2C)cc1Br	0.1	1.1	1	-2
CC(C)C[C@@H]1NC(=O)[C@H]2CN(Cc3ccc(F)c(F)c3)CCN2C1=O	0.1	2.4	-11	-5
O=C1CSC(c2ccc([N+](=O)[O-])cc2)N1c1cc(Cl)ccc1O (centres undefined)	-0.1	-1.6	-31	19
Cc1c(Cc2c(Cl)cccc2Cl)c(=O)ccn1CCCC(=O)O	0.2	-1.5	-4	-4
CCOC(=O)C1CCCN(Cc2c(C(=O)N3CCOCC3)nc3ccccn23)C1 (centres undefined)	0.0	-0.5	2	1
O=C(OC1CCCCC1=O)c1ccc(S(=O)(=O)NCc2ccco2)cc1 (centres undefined)	0.0	0.5	0	14
O=C(NC(=S)Nc1ccccc1O)c1cccc([N+](=O)[O-])c1	0.0	0.8	-4	18
Cc1nc2c(C(=O)NCCN3CCOCC3)cnn2c(C)c1Cc1ccc(Cl)cc1	0.9	1.0	-16	13
COc1ccc(-c2nc(-c3cc4cccc(OC)c4oc3=O)cs2)cc1	-0.1	1.5	-4	1
COc1ccc(NC(=O)CCCN2C(=O)C3C4C=CC(C4)C3C2=O)c(OC)c1 (centres undefined)	0.0	-1.2	12	4
CCOC(=O)/C=C/C(=O)OCC1=C(C(=O)OCC)C(C)NC(=O)N1 (centres undefined)	0.0	1.1	1	6
CCn1c(=O)n(CC(=O)Nc2cc(OC)c(OC)c(OC)c2)c(=O)c2ccccc21	0.8	0.5	4	10
COc1cc(/C=C(\C#N)C(=O)NC(C)c2ccccc2)cc(Br)c1O (centres undefined)	-0.1	0.6	7	5
CCOC(=O)N1CCC(N2CCCCCCC2)CC1	0.8	-0.8	-2	35
Cn1c(CSc2nc(N)cc(N)n2)nnc1SCC(=O)NCc1ccccc1	-0.2	-0.2	2	-11
CCC(C)NC(=O)C1CCCN1C(=O)OCc1ccccc1 (centres undefined)	-0.1	-0.7	5	-11
CN1CCN(c2ccc(-c3nc(NCc4cccc(C(F)(F)F)c4)c4[nH]cnc4n3)cc2)CC1	0.1	-0.3	9	13
CN(C)C(=O)C[n+]1ccc(C(N)=O)cc1	-0.1	-0.3	9	-9

Compounds listed so far containing fluorine, in the order listed:
Molecule	FBW7 act	GPR151 activ	TEAD-YAP block	MITF primary
O=C(CSc1nnc2c(n1)[nH]c1ccc(F)cc12)Nc1cccc(C(=O)O)c1	0.0	-1.2	-1	-1
CC(C)C[C@@H]1NC(=O)[C@H]2CN(Cc3ccc(F)c(F)c3)CCN2C1=O	0.1	2.4	-11	-5
CN1CCN(c2ccc(-c3nc(NCc4cccc(C(F)(F)F)c4)c4[nH]cnc4n3)cc2)CC1	0.1	-0.3	9	13

(list continues)
Molecule	FBW7 act	GPR151 activ	TEAD-YAP block	MITF primary
NC(=O)c1nc(-c2cccc(Cl)c2)nc2c1[nH]c(=O)n2-c1ccc(F)cc1	0.1	2.7	-2	3
COc1cc(COc2cccc3ccc(N4CCC(C(N)=O)CC4)nc23)cc(OC)c1	0.7	-0.2	22	10
CC(NS(=O)(=O)c1ccc(F)cc1)C(=O)Nc1ccc(Oc2ccccc2)cc1 (centres undefined)	0.8	1.7	13	10
Cc1csc2nc(-c3cccc(NC(=O)c4ccco4)c3)cn12	-0.2	-1.3	18	8
O=C(O)Cc1ccc(NC(=O)C2CC2)cc1	-0.1	0.6	6	6
CCC(c1ccc(C)cc1)N(NC(=O)C(O)(c1ccc(C)cc1)c1ccc(C)cc1)C(C)=O (centres undefined)	-0.1	-2.0	-1	2
O=C1CC(Cc2ccccc2)C(=O)N1c1cccc(Cl)c1 (centres undefined)	-0.2	0.2	-12	-1
Cc1[nH]c2c(C)ccc(F)c2c1CCNC(=O)COc1ccc(F)cc1F	0.3	-1.0	-3	9
CCSc1nnc(NC(=O)c2cccnc2)s1	0.0	-4.6	-23	10
COc1ccccc1C(=O)Nc1ccnn1C1CCN(Cc2ccon2)CC1	-0.1	-2.1	4	-10
CC(C)(C)NC(=S)N1CCC(C(=O)c2ccc(F)cc2)CC1	0.3	-0.3	2	9
NCCN1C(=O)S/C(=C\c2ccc(Cl)cc2Cl)C1=O	-0.2	-0.8	1	17
Cc1ccc(-n2c(SCC(=O)c3ccccc3)nc3sc4c(c3c2=O)CCCCC4)cc1	0.1	0.1	-2	-1
O=C(Nc1scc2c1c(=O)oc1ccccc12)c1ccc(F)cc1	0.2	4.8	-1	9
CCOc1ccc(C(=O)Nc2ccc(OCC(=O)O)cc2)cc1	0.1	0.0	48*	12
CC(=O)NC(=S)Nc1ccc(NC(=O)c2cccs2)cc1	0.3	-1.0	-38	12
CC(=O)Oc1cc(NC(=O)CC2SC(N)=NC2=O)cc(OC(C)=O)c1 (centres undefined)	0.0	-0.8	15	3
COc1ccc(-c2nc(SCC(=O)N3CCOCC3)n[nH]2)cc1	-1.0	1.9	-10	2
CN1C(=O)N(C)C2(c3ccccc3)Nn3c(s/c(=C/c4ccco4)c3=O)=NC12c1ccccc1 (centres undefined)	0.0	1.3	-1	-4
COc1ccc(-n2nc3c(c2NC(=O)c2ccc4c(c2)OCO4)CS(=O)(=O)C3)cc1	0.7	-0.2	5	-8

In a second layout: entries from further up
compound: NCCN1C(=O)S/C(=C\c2ccc(Cl)cc2Cl)C1=O
  FBW7 act = -0.2 | GPR151 activ = -0.8 | TEAD-YAP block = 1 | MITF primary = 17

compound: O=C(O)Cc1ccc(NC(=O)C2CC2)cc1
  FBW7 act = -0.1 | GPR151 activ = 0.6 | TEAD-YAP block = 6 | MITF primary = 6

compound: COc1ccc(-c2nc(SCC(=O)N3CCOCC3)n[nH]2)cc1
  FBW7 act = -1.0 | GPR151 activ = 1.9 | TEAD-YAP block = -10 | MITF primary = 2

compound: CCOc1ccc(C(=O)Nc2ccc(OCC(=O)O)cc2)cc1
  FBW7 act = 0.1 | GPR151 activ = 0.0 | TEAD-YAP block = 48* | MITF primary = 12

(listing goes on)
Molecule	FBW7 act	GPR151 activ	TEAD-YAP block	MITF primary
COC(=O)c1ccc(/C=C2\N=C(c3ccccc3)OC2=O)cc1	0.1	0.2	-7	-3
Cc1nnc(NC(=O)CSc2nc(Cc3cccs3)nc3ccccc23)s1	0.3	-0.5	10	17
Cc1cc(N(CC(=O)Nc2ccccc2Cl)S(C)(=O)=O)ccc1Br	-0.2	-0.7	-2	-14
CCC(OC(=O)C(CCSC)NC(=O)c1ccccc1)C(=O)Nc1sc2c(c1C#N)CCCC2 (centres undefined)	0.2	0.0	-9	22
CCCOC(=O)Nc1ccc(S(=O)(=O)Nc2ncccn2)cc1	-0.1	-0.5	6	3
COc1nn(C)cc1C(=O)NCC(=O)NC(c1ccccc1)c1ccccc1	0.1	1.2	4	-4
CCOC(=O)N1CCN(S(=O)(=O)c2ccc(C(=O)N=c3sc4cc(OCC)ccc4n3C)cc2)CC1	-0.1	1.2	14	2
Cc1ccc(N(CC(=O)NCc2ccc(Cl)cc2Cl)S(=O)(=O)c2ccc(C)cc2)cc1	0.0	0.1	-4	-3
Cc1nc2ccccc2c(=O)n1/N=C/c1cccnc1	0.1	2.0	-8	-4
COC(=O)C1=C(C)N(c2ccc(C)cc2)C(=O)/C1=C\c1ccc2c(c1)OCO2	-0.1	0.1	-4	6
COc1cc(-c2nc(C(N)=O)c3[nH]c(=O)n(-c4ccc(Cl)cc4)c3n2)ccc1O	0.8	-1.2	1	-5
Cc1c(CC(=O)O)c(=O)oc2c(C)c(OC(C)C(=O)O)ccc12 (centres undefined)	-0.4	-1.2	-3	-11
O=C1N[C@@H](Cc2ccc(Cl)cc2)C(=O)N2C[C@@H](NCc3ccccc3F)C[C@@H]12	0.1	2.3	6	-3
CC(=O)N1CCC(N(Cc2ccc(Cl)cc2S(C)(=O)=O)C2CC2)CC1	0.0	-1.9	0	17
Cc1ccc(-c2c3c(nc4sc(C(=O)c5ccc(Br)cc5)c(N)c24)CCCC3)o1	0.2	0.5	-1	-24
Cc1cccnc1C(NC(=O)C1CCN(C(=O)N2CCOCC2)CC1)c1ccccc1 (centres undefined)	0.1	-1.4	1	-7
CCCNS(=O)(=O)c1cc2c(cc1C)N(C)CCO2	-0.1	-0.7	-7	2
O=C(/C=C/c1cccc(Cl)c1)c1ccccn1	-0.7	0.0	7	5
CCc1nc(CN2CCN(Cc3ccc(F)cc3)C(CCO)C2)c(C)[nH]1 (centres undefined)	0.0	-1.1	-2	4
N#Cc1ccsc1NC(=O)CCOc1ccccc1	0.7	-1.1	-40	-8

6 of the compounds above, with values under each structure:
Second line of a record: FBW7 act	GPR151 activ	TEAD-YAP block	MITF primary
> Cc1nnc(NC(=O)CSc2nc(Cc3cccs3)nc3ccccc23)s1
 : 0.3	-0.5	10	17
> Cc1cc(N(CC(=O)Nc2ccccc2Cl)S(C)(=O)=O)ccc1Br
 : -0.2	-0.7	-2	-14
> CCC(OC(=O)C(CCSC)NC(=O)c1ccccc1)C(=O)Nc1sc2c(c1C#N)CCCC2 (centres undefined)
 : 0.2	0.0	-9	22
> CCCOC(=O)Nc1ccc(S(=O)(=O)Nc2ncccn2)cc1
 : -0.1	-0.5	6	3
> COc1nn(C)cc1C(=O)NCC(=O)NC(c1ccccc1)c1ccccc1
 : 0.1	1.2	4	-4
> CCOC(=O)N1CCN(S(=O)(=O)c2ccc(C(=O)N=c3sc4cc(OCC)ccc4n3C)cc2)CC1
 : -0.1	1.2	14	2

Additional results
Molecule	FBW7 act	GPR151 activ	TEAD-YAP block	MITF primary
CCOC(=O)C1=C(C)N=c2s/c(=C/c3ccc([N+](=O)[O-])cc3)c(=O)n2C1c1ccc(C)cc1 (centres undefined)	0.0	-1.3	-3	-4
COc1ccc(-n2nnnc2C2(Nc3ccc(I)cc3)CCCCC2)cc1	0.2	-0.6	4	12
COc1ccc(C(=O)OC2OCCOC2OC(=O)c2ccc(OC)c(OC)c2)cc1OC (centres undefined)	0.0	-0.2	-3	-8
O=C(CCc1ccccc1)N/N=C/c1cccs1	-0.1	1.7	-7	0
CCc1ccccc1N(CC(=O)NC1CCCC1)C(=O)CNC(=O)c1cccs1	0.0	-0.4	-4	-8
COc1cccc(CNC(=O)Nc2ccc(-c3cn[nH]c3)cc2OCCN(C)C)c1	-0.4	-0.9	1	-9
CN(CCCC(=O)NCc1ccccc1)S(=O)(=O)c1ccc([N+](=O)[O-])cc1	0.1	-0.1	1	10
Cc1cccc(NC(=O)CN2C(=O)N/C(=C/c3cc(C)n(-c4ccc(O)cc4)c3C)C2=O)c1	-0.2	-0.4	8	8
COCCn1c(C)cc(/C=C2/C(=O)Nc3cc(Cl)ccc32)c1C	0.1	1.3	-14	14
